# Bioassay records deposited in PubChem BioAssay by National Center for Advancing Translational Sciences (NCATS).
# S3 lipid droplet: qHTS Assay for Lipid Storage Modulators in Drosophila S3 Cells. Drosophila S3 cells, BODIPY lipid droplet fluorescence, 18-24 h; cells fed with added oleic acid. Potency in µM for hits, for the others lipid storage change, negative = inhibition, % at the top dose, mostly 46.1 µM. 0.64% of 320,000 active; active = well fitted inhibition curve with a large enough effect in the signal ratio, with a control signal flat, not every such curve was filed as active; inconclusive = small, poorly fitted or top-dose-only effect, or effect the other way, or a change in a side signal; the % refers to the signal ratio
#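 Laser-scanning cytometry quantifies lipid droplet accumulation (500–530 nm total intensity; droplet/cell object ratio) in oleic acid-fed (400 uM added) Drosophila S3 cells treated with a concentration series. 20 uM Triacsin C defined 100% inhibition.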
# S3 lipid droplet cell count max: second read-out of S3 lipid droplet, no call of its own (marks repeat the call); cell number change, %; measured here: cell count max response;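 cells counted by Cell Tracker Red CMTPX staining in the red channel; peak over a dose series mostly up to 46.1 µM; percent activity relative to internal control wells on each plate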
# * hit, by the source's call; i = inactive; u = inconclusive; x = not tested or not shown; [ ] = another dose, or the depositor's remark. % is scaled to controls: 0 for no effect and ±100 for the full control effect; potency is read from the fitted curve at half-maximal effect.
# Each structure is followed by: S3 lipid droplet | S3 lipid droplet cell count max
COc1ccccc1C(c1nnnn1Cc1ccccc1)N1CCC(C(N)=O)CC1 (configuration not stated)
 : 1% | 4
Cc1cc(-c2ccc(/C=N/n3cnnc3)o2)c([N+](=O)[O-])cc1C
 : u | x
C=CCSC1=C(C#N)C(c2ccc(C(C)C)cc2)CC(=O)N1 (configuration not stated)
 : u | x
CCOC(=O)C1CCCN(C(=O)c2cc(Cl)ccc2NC(=O)C2=C(C)OCCS2)C1 (configuration not stated)
 : u | x
Cc1noc(NS(=O)(=O)c2ccc(NC(=O)C34CCC(CC3)C4)cc2)c1C
 : 10% | 13
CC(C)OCCCNC(=O)C(NC(=O)c1ccc(Cl)cc1)C(C)C (configuration not stated)
 : -3% | 5
Cc1ccccc1-n1ncc2c1CC(C)(C)CC2NC(=O)CCN1Cc2ccccc2C1=O (configuration not stated)
 : u | x
CCCCNC(=O)N(O)C1N(CCCC)C(=O)N(CC(=O)OC)C1(C)C (configuration not stated)
 : 5% | 23
CCCCOc1ccc(-c2nnc(N)s2)cc1
 : u | x
CCOc1cccc(/C(O)=C2/C(=O)C(=O)N(CCOC)C2c2ccc(C)o2)c1 (configuration not stated)
 : 8% | x
CN(C)/C=C/C(=O)c1ccc(Cl)s1
 : u | x
COc1ccccc1Nc1nc(-c2cccc([N+](=O)[O-])c2)nc2ccccc12
 : 7% | -13
CC1=NN(c2ccccc2)C(=O)C1C=Nc1ccccc1O (configuration not stated)
 : -23% | -16
CCOC(=O)c1cc2c(C)n(-c3ccc(OCC)cc3)c(C)c2cc(C(=O)OCC)c1=O
 : 6% | -5
CC(C)Cc1nccs1
 : -12% | -14
CCCNc1nc(N)nc(-c2cc(Cl)ccc2OC)n1
 : 5% | 5
CCOC(=O)c1ccccc1NC(=O)/C=C/C(=O)O
 : 14% | 10
c1ccc(Cn2nnc(-c3ccccc3)n2)cc1
 : -7% | -21
CCOc1ccccc1NC(=O)c1ccc(C(=O)Nc2ccccc2OCC)nc1
 : 22% | 12
COCCCN1CN=C(Nc2nc3ccccc3o2)NC1
 : u | x

# Five of the compounds above, comma-delimited.
canonical_smiles,S3 lipid droplet,S3 lipid droplet cell count max
CC1=NN(c2ccccc2)C(=O)C1C=Nc1ccccc1O (configuration not stated),-23%,-16
CCOC(=O)c1cc2c(C)n(-c3ccc(OCC)cc3)c(C)c2cc(C(=O)OCC)c1=O,6%,-5
CC(C)Cc1nccs1,-12%,-14
CCCNc1nc(N)nc(-c2cc(Cl)ccc2OC)n1,5%,5
CCOC(=O)c1ccccc1NC(=O)/C=C/C(=O)O,14%,10

# Additional compounds follow.
# Each structure is followed by: S3 lipid droplet | S3 lipid droplet cell count max
COc1ccc2c(c1OC)C(=O)N1c3ccccc3COC21 (configuration not stated)
 : u | x
CCOCCCNC(=O)/C(C#N)=C/c1cc(C)c(O)c(C)c1
 : 10%[9.22 µM] | 1
CC(OC(=O)Cn1[nH]c(=O)c2ccccc2c1=O)C(=O)Nc1ccc(Cl)cn1 (configuration not stated)
 : 16% | -8
O=C(Nn1c(-c2ccncc2)nc2ccccc2c1=O)c1ccc(Br)cc1
 : u | x
CCC(=O)N1CCc2cc(Br)cc(S(=O)(=O)N3CCC(C(=O)NCCCOC(C)C)CC3)c21
 : u | x
COc1ccc(NC(=S)NNc2ccc(S(=O)(=O)Nc3ccccc3C(=O)O)cc2[N+](=O)[O-])cc1
 : -2% | 1
COc1cccc2c1NC(C(=O)O)C1CC=CC21 (configuration not stated)
 : u | x
Cc1cccc2cc(CN(Cc3cccnc3)C(=S)NCCCN(C)C)c(=O)[nH]c12
 : u | x
CCNc1ccc(C(=O)OCC(=O)NCc2ccccc2Cl)cc1[N+](=O)[O-]
 : u | x
COC(=O)CNC(=O)COC(=O)c1cc(SC)ccc1Cl
 : u | x
Cn1c(=O)c2c(ncn2Cc2ccc(Cl)cc2)n(C)c1=O
 : -11% | -3
Cc1nc2ccccc2nc(C)c1=NOCC(=O)N(c1ccccc1)C(C)C
 : u | x
O=C1NCCCC1C(=O)N/N=C/c1cccc(O)c1 (configuration not stated)
 : u | x
COc1ccc(CN(C)S(=O)(=O)c2nnc(NC(=O)c3ccccc3)s2)cc1OC
 : 6% | -16
C/C(Cl)=C\Cn1c(Nc2ccc(C)cc2)nc2c1c(=O)n(C)c(=O)n2C
 : u | x
Cc1cccc(N2CCN(C(=O)c3ccc(NS(=O)(=O)c4ccc5[nH]c(=O)[nH]c5c4)cc3)CC2)c1C
 : 18% | -19
CCc1ccc2c(c1)cc(CN(C(=S)Nc1ccc(Cl)cc1)C1CC1)c1nnnn12
 : u | x
CSc1nc2sc3c(c2c2nncn12)CCC3
 : u | x
CCS(=O)(=O)c1ccc2c(c1)N(S(=O)(=O)c1ccc(Cl)cc1)CC(C(=O)O)O2 (configuration not stated)
 : u | x
O=C(O)c1cc(-n2nnnc2SCc2ccccc2F)ccc1Cl
 : 9% | 14
CC(C)(Oc1ccc(Cl)cc1)C(=O)NCC(c1ccco1)N1CCCCC1 (configuration not stated)
 : u | x
C1=C2C[N+]3(CCCC3)CC2Cc2ccc3ccccc3c21 (configuration not stated)
 : u | x
O=C(O/N=C1\CCS(=O)(=O)c2sccc21)c1c(F)cccc1F
 : u | x
O=C(c1csc2ccccc12)n1cccn1
 : u | x
CC(C)NC(=O)c1ccccc1NC(=O)Cc1ccc(Cl)cc1
 : -12% | -5
N#Cc1ccccc1NC(=O)CSc1nnc(-c2ccccc2O)n1-c1ccccc1
 : u | x
CCN1CCN(CC(O)COc2ccc3c(C)cc(=O)oc3c2)CC1 (configuration not stated)
 : 6% | 6
Cc1ccc(C)n1-c1ccc(N2CCOCC2)cc1
 : u | x
CCOc1ccccc1C(=O)N1CCN(c2ccc(C(F)(F)F)cn2)CC1
 : u | x
CCOc1cccc(=O)c2c(C)n(CC3CCCO3)c(C)c12 (configuration not stated)
 : u | x
Cc1ccccc1Cn1c(C)nc2ccc([N+](=O)[O-])cc2c1=O
 : u | x
Cc1ccc(NS(=O)(=O)c2ccc(OCC(=O)N3CCOCC3)cc2)cc1
 : u | x
C[C@@H](C(=O)N[C@H](C(=O)O)c1ccccc1)n1nnc2ccccc2c1=O
 : u | x
Nc1ccc(NC(=O)c2ccccc2)c2c1C(=O)c1ccccc1C2=O
 : u | x
CCn1c(CNC(=O)C23CC4CC(CC(C4)C2)C3)nnc1SC
 : u | x
Cc1ccccc1C(=NC(=O)c1ccccc1)c1ccccc1
 : 1% | -15
CC(=O)Nc1ccc2c3c(cccc13)C(=O)N(c1ccccc1)C2=O
 : 13% | 10
COCCN(C(=O)c1ccc(COc2ccccc2)o1)c1c(N)n(CC(C)C)c(=O)[nH]c1=O
 : u | x
CCCCOc1ccc(S(=O)(=O)Nc2cccnc2)cc1
 : u | x
COc1ccc(C(=O)N[C@H](C(=O)Nc2sccc2C(N)=O)C(C)C)cc1
 : u | x
COc1ccc(C(=O)NCCSCc2cccc(Cl)c2)cc1OC
 : u | x
CSc1nnc2c(n1)OC(c1cccn1C)N(C(C)=O)c1ccccc1-2 (configuration not stated)
 : -3% | -1
Cc1csc2nc(CNC(=O)C3CCCCC3)cn12
 : i | x
Cc1ccc(OS(=O)Nc2cccc3nccnc23)cc1 (configuration not stated)
 : u | x
COc1ccc(-c2nnc(SCC(=O)O)n2Cc2ccccc2)cc1
 : -23% | 17
N/C(=N\OC(=O)c1ccc2ccccc2c1)c1ccccc1Cl
 : u | x
O=NN1CCN(c2ccncc2S(=O)(=O)N2CCCCC2)CC1
 : -15% | -16
COc1ccc(-c2nc(CS(=O)CC(=O)NCCC3=CCCCC3)c(C)o2)cc1 (configuration not stated)
 : u | x
O=C(CCC1CCCCC1)Nc1nccs1
 : -11% | -6
CCOc1ccc(S(=O)(=O)N(CCO)CCO)cc1-c1nc2c(C(C)(C)C)nn(C)c2c(=O)[nH]1
 : u | x
Cc1cc2ccccn2c1C(=O)c1ccccc1F
 : u | x
COC(=O)C1=C(C)NC(=O)/C1=C\c1cc(C)n(-c2cc(C)cc(C)c2)c1C
 : i | -2
COc1ccc(/C=C/C(=O)N(C)C2CCCCC2)cc1Br
 : 3% | 11
C=CCNC(=O)C12CCC(C)(C(=O)[C@H]1Br)C2(C)C (some centres not stated)
 : u | x
O=C(c1ccc(Cl)nc1)N1CCN(C/C=C/c2ccccc2)CC1
 : u | x
Nc1nonc1-n1nnc(C(=O)N/N=C/c2ccccc2Cl)c1CSc1ccccc1
 : u | x
O=C(Nc1nnc(C2=COCCO2)o1)c1cccc(Br)c1
 : -17% | 1
CN(C)S(=O)(=O)c1ccc(NC(=O)c2cc(-c3cccs3)nc3ccccc23)cc1
 : u | x
CSCCC(NS(=O)(=O)c1ccc2c(c1)Cc1cc(S(=O)(=O)NC(CCSC)C(=O)O)ccc1-2)C(=O)O (configuration not stated)
 : i | 21
CC[C@H](C)[C@@H]1NC(=O)c2cc([N+](=O)[O-])cc(F)c2NCCCC[C@@H](C(N)=O)NC(=O)[C@H](CCCCN)NC1=O
 : -5% | -11

# (list continues)
# Each structure is followed by: S3 lipid droplet | S3 lipid droplet cell count max
C/C(=C\c1ccccc1)C(=O)Nc1nccs1
 : u | x
COc1cccc(C(=O)OCC(=O)NCCCc2ccccc2)c1
 : u | x
CNc1ncnc2c1ncn2[C@@H]1O[C@H](CO)[C@@H](O)[C@H]1O
 : u | x
Nc1nc(SCC(=O)N2CCCCCC2)[nH]c(=O)c1NC(=O)c1ccco1
 : -17% | 1
CCOC(=O)c1sc(NC(=O)C(C)Sc2nc(N)cc(=O)[nH]2)nc1C (configuration not stated)
 : u | x
COC(=O)c1cccc(NC(=S)Nc2cccc(Cl)c2C)c1
 : 18% | 1
CN(C)S(=O)(=O)c1cc(NC(=O)COC(=O)Cc2ccc(Cl)cc2Cl)ccc1Cl
 : u | x
Cc1c(O)ccc2c(CN(C)Cc3ccccc3)cc(=O)oc12
 : u | x
Cc1nn(-c2ccc(F)cc2F)c(=O)c2noc(C)c12
 : -5% | 8
CC(=O)Nc1ccc(NC(=O)CSc2nc3nc(-c4cccs4)cc(C(F)(F)F)c3c(=O)[nH]2)cc1
 : 1% | -11
Fc1ccc(-n2c(=S)[nH]c3cccnc32)cc1
 : 20% | 8
Cc1cc(=O)[nH]c(SCCc2ccccc2)n1
 : i | 13
O=C(Cc1ccccc1)Nc1nc2ccccc2[nH]1
 : u | x
N#Cc1c(NC(=O)CCCN2C(=O)c3ccccc3C2=O)oc(-c2ccccc2)c1-c1ccccc1
 : u | x
CC1CCCCC1NC(=O)CN1C(=O)NC(C)(c2ccc(OC(F)F)cc2)C1=O (configuration not stated)
 : 8% | 8
COc1cc2[nH]c(=S)nc(NCCc3ccc(S(N)(=O)=O)cc3)c2cc1OC
 : 9% | 8
COc1cccc(/C=N/n2c(N)c(S(=O)(=O)c3cccs3)c3nc4ccccc4nc32)c1
 : 6% | x
O=C(N/N=C/c1ccc(OC(F)F)cc1)c1ccc(CSc2nc3ccccc3[nH]2)cc1
 : u | x
CCOC(=O)c1c(NC(=O)CN2C(=O)CN(C)C2=O)sc(C)c1C
 : 4% | 1
CCCOc1ccc(C(=O)C(CN2CCOCC2)c2ccccc2)cc1 (configuration not stated)
 : u | x
COCCCN=CC1=C(O)CC(C)(C)CC1=O
 : u | x
O=C(CCC(=O)c1cccs1)NCc1cccc(Cl)c1
 : 8% | -15
C=CCn1c(SCc2ccc(Cl)cc2)nc2cc(C(=O)N3CCC(C(N)=O)CC3)ccc2c1=O
 : u | x
CCC(=O)Nc1sc(C(=O)Nc2ccccc2F)c(C)c1C(=O)OC
 : -14% | 7
CC(C)(C)OC(=O)N[C@@H](Cc1ccccc1)C(=O)N[C@@H](CO)[C@H](O)[C@@H]1C[C@@H]1C(=O)N1CCCC1
 : u | x
O=C(O)C1Cc2ccccc2CN1C(=O)COc1ccc(Cl)cc1 (configuration not stated)
 : u | x
CCCCCc1cc(=O)oc2c(C(CCN3CCCC(C)C3)c3ccc(OC)cc3)c(OC)cc(OC)c12 (configuration not stated)
 : u | x
O=C1C=C(c2cc(Cl)cc(Cl)c2)C[C@@H](c2ccc(F)cc2)C1
 : u | x
CC(C)(C)c1ccc(/C=C(\C#N)C(=O)NCCN2CCOCC2)cc1
 : 3% | 3
O=C(c1ccncc1)N1CCN(c2ccc(F)cc2)CC1
 : i | 28
CCCc1nnc(SCC(=O)Nc2ccc(OC)cc2)n1N
 : i | -23
O=C(c1ccc(Cl)c(S(=O)(=O)N2CCOCC2)c1)N1CCCC1
 : u | x
CCCCc1c(C)[nH]c2nc3ccccc3n2c1=O
 : 3% | 3
O=C(CCN1C(=O)c2ccccc2C1=O)N1CCN(C2c3ccccc3-c3ccccc32)CC1
 : u | x
O=C(CNS(=O)(=O)c1cccc(Br)c1)NCCCc1ccccc1
 : -19% | 20
CCSc1nc(-c2ccc(OC)cc2)n(-c2nc3ccccc3s2)n1
 : u | x
O=Cc1ccc2noc(-c3ccc(F)cc3)c2c1
 : i | x
CSc1ccc(-c2nc(CSCC(=O)N3CCOCC3)c(C)o2)cc1
 : u | x
CCOC(=O)Nc1ccc(S(=O)(=O)N2CCC(C)CC2)cc1
 : 6% | 6
Cc1ccc(N(CC(=O)NCc2ccc3c(c2)OCO3)C(=O)c2csnn2)cc1
 : u | x

# Not all compounds are listed (hit frequency here may not be typical).
